MsrA inh: inhibits bovine methionine sulfoxide reductase A; purified bovine MsrA, absorbance read-out; inhibition, % at 15.5 µM; 360,000 tested, 0.75% active; AID 651718; in the data active means inhibition above about 4.5%;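 further: 0% = vehicle wells with enzyme and 100% = reference inhibitor wells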
Scp1 inh: Scp-1 (human) phosphatase inhibition. Recombinant Scp1, phosphopeptide, malachite green phosphate absorbance. inhibition, % at 20 µM. 340,000 tested, 0.88% active. AID 493091;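 active means inhibition above about 50% at 20 µM, limit read from the data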;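 further: plate controls were DMSO wells with enzyme for no effect and wells lacking enzyme for full effect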
Target sequence (Q9GZU7 76-261 limits assumed): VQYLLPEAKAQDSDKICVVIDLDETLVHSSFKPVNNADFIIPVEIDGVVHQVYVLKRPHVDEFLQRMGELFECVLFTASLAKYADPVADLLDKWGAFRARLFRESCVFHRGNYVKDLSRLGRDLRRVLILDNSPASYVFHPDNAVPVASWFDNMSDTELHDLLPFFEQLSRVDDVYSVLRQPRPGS
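Test system: SCP-1 catalytic domain; Buffer or medium: Acidic Tris acetate buffer with magnesium and detergent; Also added: Phosphorylated 17-residue peptide substrate; Compound: single 20 µM dose, 1% DMSO; Schedule: enzyme reaction 45 min at room temperature, colour 5 min, stabilisation 30 min; Signal: Phosphate-binding colour reagent, absorbance read at 630 nm.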
DNMT1 inh: inhibitors of human DNMT1; inhibition (reported as % activation of signal), % at 10 µM; DNMT1 molecular beacon, Hinp1I cleavage, fluorescence; 360,000 tested, 0.83% active; P26358; in the data active means inhibition above about 50%
SUMO1-SIM PPI: modulators of human SUMO1-mediated protein-protein interactions. 360,000 tested, 0.33% active. inhibition, % at 20 µM. SUMO1 binding to a labelled peptide, TR-FRET, 1 h. P63165. AID 602429; in the data active means inhibition above about 37%
Target sequence (P63165 whole entry, looked up): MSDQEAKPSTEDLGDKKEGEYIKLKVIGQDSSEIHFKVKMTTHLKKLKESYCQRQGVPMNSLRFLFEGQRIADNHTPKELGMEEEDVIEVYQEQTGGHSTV
NadD inh: inhibitors of Staphylococcus aureus NadD | purified NadD enzyme, colorimetric absorbance read-out | 360,000 tested, 0.78% active | inhibition, % at 20 µM | AID 602399; in the data active means inhibition above about 26%; further: some compounds past the cut are filed as inactive
LMPTP block: LMPTP (human) inhibition; P24666; recombinant LMPTP-A, OMFP fluorogenic substrate, fluorescence intensity; inhibition, % at 20 µM; 360,000 tested, 0.22% active;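 active means compounds that cut the enzyme signal by at least half of the control window in the single-dose screen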;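 further: plate controls were DMSO wells with enzyme plus substrate for no effect and substrate without enzyme for full effect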
Target sequence (P24666 whole entry, looked up): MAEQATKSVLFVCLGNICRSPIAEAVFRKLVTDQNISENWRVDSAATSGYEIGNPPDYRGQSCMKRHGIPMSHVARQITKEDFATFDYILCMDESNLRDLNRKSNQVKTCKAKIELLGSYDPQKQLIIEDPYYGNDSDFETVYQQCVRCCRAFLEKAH
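Assay system: LMPTP-A enzyme. Input: 0.625 nM LMPTP-A final. Probe or stimulus: 400 µM OMFP. Compound dosing: single 20 µM dose. Schedule: 50 min dark incubation at room temperature. Detection: fluorescence intensity of OMFP turnover product. Read-out: percent inhibition versus substrate-only and uninhibited controls. Benchmarks: no-enzyme low control, uninhibited high control.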
CSN inh: inhibitors of human CSN-mediated cullin deneddylation. Q92905. Purified CSN, SCF-Nedd8-OG deneddylation, fluorescence polarization. inhibition, % at 12.5 µM. 360,000 tested, 0.38% active;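 active means pattern-corrected inhibition above about 35%, with an unprinted fluorescence ratio check between 0.5 and 1.5, limit read from the data, passing the limit was not always enough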;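 further: 0% = enzyme with substrate and 100% = substrate without enzyme; some results filed as inactive read as strong as hits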
Target sequence (Q92905 whole entry, looked up, one chain of several): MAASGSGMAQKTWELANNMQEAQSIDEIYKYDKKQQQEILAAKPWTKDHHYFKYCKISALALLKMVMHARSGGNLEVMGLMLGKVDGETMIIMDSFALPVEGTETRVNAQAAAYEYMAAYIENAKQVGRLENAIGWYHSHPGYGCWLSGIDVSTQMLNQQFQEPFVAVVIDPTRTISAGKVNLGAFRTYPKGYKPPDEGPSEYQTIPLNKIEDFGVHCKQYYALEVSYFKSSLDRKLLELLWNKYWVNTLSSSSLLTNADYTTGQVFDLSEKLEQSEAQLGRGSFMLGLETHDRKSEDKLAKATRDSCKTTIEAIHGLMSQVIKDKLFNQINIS
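Test system: purified human Csn5 enzyme expressed in HEK293T cells. Amount: 0.24 nM enzyme. Reagent: SCFSkp2-Nedd8OG substrate at 10 nM final. Schedule: 90 min incubation of compound, enzyme and substrate at room temperature. Detection: fluorescence polarization. Read-out: % inhibition of substrate cleavage by Csn5.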
Rpn11 inh: blocks the human proteasome subunit Rpn11; AID 588493; human 26S proteasome, Ub4-pepOG fluorescence polarization; 20S core pre-blocked with epoxomicin; 360,000 tested, 0.59% active; O00487; calls only at 20 µM;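 active means inhibition at 20 µM, scaled to each plate's controls, above about 33%, limit read from the data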
Tb MetRS inh: blocks T. brucei methionyl-tRNA synthetase activity. purified T. brucei MetRS, ATP depletion, Kinase-Glo luminescence. inhibition, % at 11.9 µM. 360,000 tested, 0.4% active;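 active means inhibition above a per-plate cutoff of the control wells' mean inhibition plus 3 SD, cut at about 5.5% in these data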;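 further: 0% = DMSO wells median and 100% = median of wells with control inhibitor compound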
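Material: parasite MetRS enzyme / Replication: singlicate, one well per compound / Signal: luminescence of leftover ATP / Schedule: 2 h aminoacylation at 25 °C after 15 min preincubation / Medium: HEPES-MgCl2-KCl buffer plus DTT, spermine, BSA, pyrophosphatase / Doses: 11.9 µM single point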
STEP inh: STEP (human) phosphatase inhibition; AID 588621; P54829; recombinant STEP, OMFP fluorogenic substrate, fluorescence; inhibition, % at 20 µM; 360,000 tested, 0.25% active;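 active means inhibition at 20 µM, scaled per plate between control wells, above about 37%, limit read from the data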;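 further: 0% = DMSO with enzyme and substrate and 100% = substrate only without enzyme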
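material = STEP tyrosine phosphatase | reagent = fluorogenic phosphatase substrate OMFP at 25 µM final | doses = single compound dose of 20 µM, 1% DMSO final | schedule = 20 min reaction, room temperature, in the dark | measured by = fluorescence, 480/540 nm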
Starred values were filed as active, the others as inactive; i = inactive; . = not tested or not shown. This is a random part of the collection; any-hit rate near 3.9%.

Start of the data: the first four entries (preview)
SMILES	MsrA inh	Scp1 inh	DNMT1 inh	SUMO1-SIM PPI	NadD inh	LMPTP block	CSN inh	Rpn11 inh	Tb MetRS inh	STEP inh
CCN(CC)C(=O)CSc1nnc(-c2ccncc2)n1N	-0.1	-6	3	0	-4	-1.0	-2	i	-1.4	-1
CC1CN(C)C(c2ccccc2)C(C)C12NC(=O)NC2=O (centres undefined)	0.2	-2	3	-2	3	-0.7	-2	i	-1.0	-2
Cc1nc2ccccc2c(C)c1CC(=O)N(CC(C)C)c1c(N)n(Cc2ccccc2)c(=O)[nH]c1=O	-1.4	-1	-1	3	16	11	1	i	0.3	2
CCOc1ccc(Br)cc1S(=O)(=O)N1CCCN(C)CC1	0.7	1	1	-1	-2	-7.8	-2	i	-0.5	-3

The whole of this part, from the first entry:
SMILES	MsrA inh	Scp1 inh	DNMT1 inh	SUMO1-SIM PPI	NadD inh	LMPTP block	CSN inh	Rpn11 inh	Tb MetRS inh	STEP inh
CCN(CC)C(=O)CSc1nnc(-c2ccncc2)n1N	-0.1	-6	3	0	-4	-1.0	-2	i	-1.4	-1
CC1CN(C)C(c2ccccc2)C(C)C12NC(=O)NC2=O (centres undefined)	0.2	-2	3	-2	3	-0.7	-2	i	-1.0	-2
Cc1nc2ccccc2c(C)c1CC(=O)N(CC(C)C)c1c(N)n(Cc2ccccc2)c(=O)[nH]c1=O	-1.4	-1	-1	3	16	11	1	i	0.3	2
CCOc1ccc(Br)cc1S(=O)(=O)N1CCCN(C)CC1	0.7	1	1	-1	-2	-7.8	-2	i	-0.5	-3
COc1ccc(CN2CCN(Cc3cn(C)nc3-c3ccccc3)CC2CCO)c(C)c1C (centres undefined)	-1.1	7	3	1	2	1.4	-13	i	-1.2	3
Cc1ccc(NC(CC(=O)c2ccccc2)c2ccc(F)cc2)cc1 (centres undefined)	1.1	-3	0	3	11	4.0	-2	i	-0.8	0
CC1CC(=O)N(c2ccc(NCCc3ccccc3)c([N+](=O)[O-])c2)C1=O (centres undefined)	-0.7	-20	-1	-39	-3	1.7	4	i	-0.2	-2
CCOC(=O)c1ccc(NC2=CC(=O)CC(c3ccco3)C2)cc1 (centres undefined)	3.1	16	9	2	3	1.4	-3	i	-1.1	0
Cc1cccc(C(=O)Nc2nnc(SCC(=O)Nc3ccc4c(c3)oc3ccccc34)s2)c1	0.8	36	9	1	23	-5.6	3	i	-0.2	-1
O=C(CSc1ncccn1)N/N=C/c1ccc(OC2CSC2)cc1	1.6	-13	-10	-11	-3	2.8	-2	i	-0.3	-4
Cc1ccc(S(=O)(=O)/N=C(\N)Nc2nc(C)c3cc(C)c(C)cc3n2)cc1	0.5	-7	4	5	11	1.6	2	i	-0.3	2
O=C(O)C1C2CCC(C2)C1C(=O)Nc1nc2ccccc2s1 (centres undefined)	-0.3	-5	4	2	-5	-0.2	4	i	0.3	-1
CC(C)NC(=O)C1(C)CCN1C(=O)c1ccccc1Oc1ccccc1 (centres undefined)	1.3	.	-1	-1	4	-0.5	2	i	-0.1	2
CC(=O)Nc1ccc(SC[C@H](Cc2ccccc2)N2CC[C@@H](O)CCC2=O)cc1	0.3	-6	-3	-1	-5	-1.4	1	i	-0.3	-2
O=C(NC(O)C(=O)c1ccc(F)cc1)c1ccc(F)cc1 (centres undefined)	0.6	-6	1	-2	-3	-0.9	4	i	-1.3	0
Cc1ccc(S(=O)(=O)N2CCN(CCNC(=O)C(=O)NCc3ccccc3)CC2)cc1	-1.5	-3	-1	3	-6	-1.3	-6	i	0.9	2
Cc1oc(C(N)=O)cc1COc1ccc(C(N)=O)cc1	1.4	-1	0	-3	-2	-1.2	2	i	0.0	-3
Cc1cc2c(c(SCC(N)=O)n1)C(=O)OC2	-0.1	-3	0	1	0	0.4	-2	i	-1.1	-2
Cc1nnc(SCC(=O)NC2CCCC2)s1	-0.8	-2	0	3	8	-1.8	4	i	-0.7	1
O=C(Cc1cccs1)Nc1ccccn1	-0.4	-2	-1	-4	-1	1.3	2	i	-0.9	-1
CC1(C)Cc2c(c(N3CCOCC3)nc3snc(Br)c23)CO1	1.6	1	-1	1	-4	-0.4	-7	i	-0.1	-2
O=C(CCS(=O)(=O)c1ccccc1)NC12CC3CC(CC(C3)C1)C2	0.2	15	-3	-1	-1	-1.1	3	i	-1.4	-2
N=c1n(Cc2ccccc2Cl)c2ccccc2n1CC(O)c1ccco1 (centres undefined)	1.1	-5	-3	4	-8	-1.3	-1	i	0.9	-5
O=C(CN1C(=O)c2ccccc2C1=O)Nc1cccc([N+](=O)[O-])c1	0.5	-3	0	-16	-6	-0.9	5	i	-0.2	2
CNC(=O)c1ccc(CN(C)C(=O)c2cc(C3CC3)nc3c2cnn3C(C)C)cc1	-0.6	.	8	3	3	1.3	0	i	-0.1	0
O=C(NCCc1ccccc1)C(=O)c1cn(CC(=O)N2CCCC2)c2ccccc12	2.6	-8	2	-3	-3	-1.1	-1	i	-0.4	2
COC(=O)Cc1ccc(NC(=S)N2CCN(C(=O)C3CCCO3)CC2)cc1 (centres undefined)	1.1	1	1	3	3	-0.9	4	i	-0.3	6
N#CC1=C(N)Oc2c(ccc3cccnc23)C1c1ccncc1 (centres undefined)	-1.5	-2	3	-22	5	3.2	5	i	-0.3	1
CC(=O)Nc1ccc(S(=O)(=O)N(C)CC(=O)OCC(=O)N(C)C2CCS(=O)(=O)C2)cc1 (centres undefined)	-0.1	7	-7	2	-2	-0.7	5	i	-0.8	0
O=c1[nH]c(=O)n(Cc2ccccc2)c2nc(-c3ccc(Oc4ccc(F)cc4)c([N+](=O)[O-])c3)n(CCO)c12	0.4	-5	-6	-9	21	1.5	-3	i	-0.1	0
CC(C)c1c(O)nc(SCCC(=O)O)[nH]c1=O	0.5	-10	6	-1	-5	-2.8	-1	i	-0.6	-3
Cc1ccccc1NC(=O)n1ncc2cc(Cl)ccc21	0.2	17	-1	1	-10	-1.3	0	i	-0.2	-1
Cc1ccccc1C(=O)NC(=S)NCc1cccnc1	1.7	-8	0	2	-8	-0.6	-1	i	-0.1	-1
COc1ccccc1CNc1ncccc1[N+](=O)[O-]	-0.8	-7	-2	-33	-5	0.4	-1	i	-0.2	1
Cc1cc(C)c2c(=O)n3c(nc2c1)C(CC(C)C)NC(=O)c1cccnc1-3 (centres undefined)	-0.2	.	5	-1	10	-0.8	1	i	0.8	1
O=C(O)c1ccc(N2CCCCS2(=O)=O)cc1	2.9	-3	3	3	-5	-0.5	4	i	0.2	1
O=Cc1c(Sc2ccccn2)nc2ccccn2c1=O	2.6	-5	3	-17	-10	0.7	3	i	-0.4	-2
COc1cc(SC)ccc1C(=O)NCCNC(=O)c1nonc1N	-0.3	4	0	1	-3	-2.7	-3	i	-0.9	-1
O=C1NN(c2cccc(Br)c2)C(=O)/C1=C/c1cccs1	0.8	2	8	-3	4	-1.0	-1	i	-0.4	3
COc1ccc(C(=O)O/N=C(\N)c2ccccc2)c(OC)c1	-0.1	-8	-3	-1	-1	0.1	0	i	-1.0	0
CCCCCCCn1c(=N)n(CC(O)c2ccco2)c2ccccc21 (centres undefined)	0.9	1	4	-3	-6	-0.7	57	.	3.0	-5
CC1=C(C(=O)N2CCOCC2)CC(CC(=O)NCCCCc2ccccc2)C(=O)N1CCCN1CCCC1=O (centres undefined)	0.1	.	0	2	7	-2.0	4	i	-0.7	-3
COc1cc(CN(C(=O)c2ccco2)c2ccc(C)cc2)ccc1O	-1.5	-1	2	1	0	-0.2	-7	i	-0.4	1
O=C(Cc1cccc2ccccc12)Nc1ccc(OC(F)F)c(Cl)c1	-0.8	-14	-4	-1	-3	2.8	-12	i	0.9	-2
COc1cc(OC)c2c(-c3cccc(-c4ccc(NC(C)=O)cc4)c3)cc(=O)oc2c1	3.1	21	-17	-1	-5	2.1	1	i	0.1	-3
CCCCN(C=O)c1c(CC)nc2ccc(C(=O)N(C)Cc3ccco3)cn12	-0.9	.	4	6	-1	-1.9	-3	i	-0.1	0
COc1ccc(S(=O)(=O)N2CCOCC2)cc1NC(=O)Cc1coc2cc(C)c(C)cc12	-1.7	-2	-6	-2	9	1.2	5	i	0.1	1
Cc1cc(Cl)c(OCCCNCc2ccccc2)c(Br)c1	-1.3	7	4	-1	-6	-0.4	2	i	0.3	3
Cc1ccccc1NC1=NS(=O)(=O)c2ccccc21	1.0	-5	3	2	-5	-0.5	1	i	0.8	2
O=C1NN(c2ccccc2)C(=O)/C1=C\c1ccc(-c2cc([N+](=O)[O-])ccc2O)o1	-0.2	87*	23	-1	21	84*	6	i	0.2	46*
C=CCn1c(SCC(=O)Nc2ccc(F)cc2)nc2cc(C(=O)O)ccc2c1=O	1.2	-3	11	3	1	-1.0	-2	i	0.6	0

Filtered by structure: the compounds so far containing bromine (4)
SMILES	MsrA inh	Scp1 inh	DNMT1 inh	SUMO1-SIM PPI	NadD inh	LMPTP block	CSN inh	Rpn11 inh	Tb MetRS inh	STEP inh
CCOc1ccc(Br)cc1S(=O)(=O)N1CCCN(C)CC1	0.7	1	1	-1	-2	-7.8	-2	i	-0.5	-3
CC1(C)Cc2c(c(N3CCOCC3)nc3snc(Br)c23)CO1	1.6	1	-1	1	-4	-0.4	-7	i	-0.1	-2
O=C1NN(c2cccc(Br)c2)C(=O)/C1=C/c1cccs1	0.8	2	8	-3	4	-1.0	-1	i	-0.4	3
Cc1cc(Cl)c(OCCCNCc2ccccc2)c(Br)c1	-1.3	7	4	-1	-6	-0.4	2	i	0.3	3

Source: PubChem BioAssay (several laboratories)
